LAP4 TOR yeast = yeast TOR pathway LAP4-GFP modulation. actives 0.34% (n = 320,000). S. cerevisiae LAP4-GFP multiplex, flow cytometry GFP, 3 h; median GFP as percent of DMSO wells. AID 2023. GFP response vs DMSO, % at 10 µM;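 active = GFP response vs DMSO above a set limit, about the screen mean plus 3 SD, cut at about 150% in these data; inconclusive = under 70 cell events counted for the yeast strain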
proCasp3 act = procaspase-3 (human) activation; P42574; recombinant procaspase-3 D3A, Ac-DEVD-pNA absorbance 405 nm; activation, % at 8.5 µM; actives 0.11% (n = 330,000);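 active = activation above the mean of all tested compounds plus 3 SD, cut at about 21% in these data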;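 note: 0% = DMSO alone and 100% = DMSO wells spiked with extra 5 µM PC-3 D3A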
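assay system = Procaspase-3 D3A mutant | signal = absorbance at 405 nm, 0 and 120 min | times = 1 h preincubation plus 2 h reaction at 25 °C | repeats = single replicate | read-out = % activation between DMSO and enzyme-spiked controls | medium = Zinc-free HEPES saline buffer with Triton X-100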
ZTA DNA inh = ZTA (EBV) inhibition in EBNA-1 counter-screen. P03206. ZTA-DNA binding, fluorescence polarization. inhibition, % at 11 µM. actives 0.15% (n = 320,000). AID 2234; in the data active = inhibition above about 33%
proCasp7 act = activates human procaspase-7, counter-screen for procaspase-3 activators | P55210 | recombinant procaspase-7, Ac-DEVD-pNA absorbance 405 nm; D23A/D198A/D206A triple mutant, cannot self-cleave; scale: DMSO 0, 5 µM enzyme 100 | activation, % at 8.5 µM | actives 0.093% (n = 330,000) | AID 463210;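 active = percent activation above the screen-wide mean plus 3 SD, cut at about 25% in these data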
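Replicates: singlicate. Assay system: Procaspase-7 triple mutant (PC-7 D3A). Signal: 405 nm absorbance of p-nitroaniline. Times: 1 h preincubation, 2 h reaction. Buffer or medium: Zinc-free HEPES pH 7.4 with 300 mM NaCl, 0.01% Triton X-100. Also added: DEVD-pNA substrate. Benchmarks: DMSO wells as 0%, DMSO with 5 µM added PC-7 as 100%.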
AHR activator = activates the human aryl hydrocarbon receptor. P35869. AHR-responsive luciferase reporter cells, luminescence. activation, % at 5 µM. actives 2.5% (n = 320,000). AID 2796; in the data active = activation above about 47%;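 note: 0% = vehicle wells and 100% = reference agonist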
EBNA-1 inhibitor = blocks EBNA-1 binding to DNA | actives 0.34% (n = 300,000) | EBNA-1 DNA binding, fluorescence polarization | inhibition, % at 14.8 µM; in the data active = inhibition above about 28%
RPL19A-GFP yeast = alters RPL19A-GFP fluorescence in TOR pathway yeast screen; S. cerevisiae RPL19A-GFP strain, flow cytometry, 3 h; stronger effect = lower value; percent response vs DMSO, % at 10 µM; actives 0.3% (n = 330,000); AID 2025;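 active = percent response vs DMSO below 50%; inconclusive = fewer than 70 events counted for the yeast strain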;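 note: median channel GFP fluorescence of the barcoded RPL19A-GFP strain; ratio of sample median GFP to plate DMSO average so 100% = DMSO; lower means less RPL19A-GFP as with rapamycin TOR inhibition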
MEP2-GFP yeast = yeast TOR pathway MEP2-GFP modulation. actives 0.51% (n = 330,000). S. cerevisiae MEP2-GFP strain, flow cytometry GFP, 3 h; 100% = DMSO control level. GFP response vs DMSO, % at 10 µM. AID 2016;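 active = GFP response versus DMSO above a set limit, roughly screen mean plus 3 SD, cut at about 180% in these data; inconclusive = fewer than 70 cells counted for a yeast strain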;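 note: median GFP fluorescence of the barcode-gated MEP2-GFP cells per well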
Starred values were filed as active, the others as inactive; ? = inconclusive; . = not tested or not shown; [ ] = another dose, or the depositor's remark.

SMILES	LAP4 TOR yeast	proCasp3 act	ZTA DNA inh	proCasp7 act	AHR activator	EBNA-1 inhibitor	RPL19A-GFP yeast	MEP2-GFP yeast
CCN(CC)S(=O)(=O)c1cc(C(=O)NC2CCCCC2)ccc1C	103	0	-7	7	8	3	101	100
COc1ccc(N(C(=O)CS(=O)CC(=O)Nc2ccc(F)cc2)C(C(=O)NC2CCCCC2)c2cccs2)cc1 (stereo not given)	90	9	-14	3	2	-1	107	99
Cc1sc(NC(=O)c2cccs2)c(C(=O)OC(C)C)c1C	94	1	-5	3	2	1	102	96
CCOC(=O)c1cccc(NS(=O)(=O)c2c(C(=O)N3CCCCCC3)c(C)n(C)c2C)c1	107	-7	-13	-10	2	-14	107	106
O=C(O)c1ccccc1C(=O)NC1CCCCNC1=O (stereo not given)	110	2	-10	3	1	8	99	96
COCCN1Cc2cccc(C(=O)Nc3ccc(S(=O)(=O)N4CCOCC4)cc3)c2C1=O	104	-1	19	3	-1	7	124	118
CCOC(=O)N1CCN(C(=S)NC(=O)c2nn(C)cc2Br)CC1	99	-6	1	-5	-1	4	97	107
c1coc(CN(Cc2cccs2)Cc2nnnn2C2CCCCC2)c1	86	-3	5	-1	0	6	86	101
C=CCNC(=O)c1ccc2c3n(nc2c1)-c1ccc(Cl)cc1CO3	122	-1	-13	1	-10	-3	98	86
O=C(CCCCn1c(=O)[nH]c2ccccc2c1=O)NCc1ccc2c(c1)OCO2	99	9	-18	9	80*	-9	101	100
Cn1ncc(Br)c1C(=O)N/N=C/c1ccc(OS(=O)(=O)c2ccccc2)cc1	95	2	-3	-2	-2	-4	95	98
C[C@H](NC(=O)c1nc[nH]c1C(=O)N1CCc2ccccc2C1)c1ccccc1	112	4	18	10	1	.	101	103
Cc1cc(=O)oc2cc3oc(=O)cc(C)c3cc12	84	-2	-7	-1	2	2	101	99
CCN(CC)c1ccc2cc(S(=O)(=O)c3ccc(Cl)cc3)c(=O)oc2c1	100	-25	-19	-34	1	4	98	90
Cc1cc(C)c2cc(C(=O)N3CCC(C(=O)c4ccc(F)cc4)CC3)[nH]c2c1	117	-9	-5	-5	6	1	93	94
Cc1cccc(Cn2cnc3c(NS(C)(=O)=O)c(C)c(C)cc32)c1	96	3	1	-2	10	-6	99	104
CCCC(=O)N1c2ccccc2C(N(C(C)=O)c2ccccc2)CC1C (stereo not given)	118	-2	5	-1	-1	1	95	106
CC1(C)CC(=O)C(C=NCCCn2ccnc2)=C(O)C1	106	11	-4	3	0	-4	101	103
O=C(Nc1ccc(Oc2ncccn2)cc1)c1ccco1	103	8	0	-2	4	6	106	108
COc1ccc(S(=O)(=O)N(C)c2ccc(C(=O)NCc3ccccn3)cc2)cc1	84	9	4	-2	2	-4	90	83
COC(=O)[C@@]1(Cc2ccc(OC)cc2)[C@H]2c3cc(C(=O)N4CCCC4)n(CCn4cc([N+](=O)[O-])nc4C)c3C[C@H]2CN1C(=O)c1ccccc1	.	4	8	10	1	10	.	.
CC1CCc2[nH]c3ccc(C(=O)N(C)CC(=O)Nc4ccc(F)cc4)cc3c2C1 (stereo not given)	99	5	-1	-7	21	7	104	97
Cc1ccc(-n2c(=O)c3ccccc3n(CC(=O)NCc3ccco3)c2=O)cc1	108	2	2	-2	-2	-5	101	102
Cc1ccc(NC(=O)NCCN2CCN(c3ccccc3)CC2)cc1Cl	93	13	-3	7	3	-12	103	101
CC(OC(=O)C1CC1C)C(=O)Nc1ncc(Cl)cc1Cl (stereo not given)	102	5	7	7	-2	5	98	101

The list goes on.
SMILES	LAP4 TOR yeast	proCasp3 act	ZTA DNA inh	proCasp7 act	AHR activator	EBNA-1 inhibitor	RPL19A-GFP yeast	MEP2-GFP yeast
Cc1ccc(C(=O)N2CCN(c3nc4ccccc4n3C)CC2)cc1	94	0	18	-7	-2	8	103	101
CSc1nsc(NC(=O)OCc2ccc(Cl)cc2)n1	71	-3	-6	6	1	-2	106	103
CCCCNc1c(-c2ccc(Sc3ccc(OC)cc3)cc2)nc2cc(C)ccn12	121	-3	.	-3	-1	.	89	101
Cc1cc(NS(=O)(=O)c2ccc(NC(=O)C(C)Oc3cc(C)c(Cl)c(C)c3)cc2)no1 (stereo not given)	92	7	-8	6	0	12	97	88
CC(C)CNC(=O)c1c(F)c(F)c(F)c(F)c1F	106	-4	5	-12	0	14	97	92
CN(C)c1ccc(C(CNS(=O)(=O)c2ccc(F)c(F)c2)c2c[nH]c3ccccc23)cc1 (stereo not given)	91[may fluoresce red]	2	-1	-5	68*	-6	?	97[may fluoresce red]
CCOc1ccc(CC(=O)Nc2ccc(S(=O)(=O)Nc3cc(C)on3)cc2)cc1OCC	96	2	15	2	2	14	99	106
Cn1c(=O)c(=O)n(C)c2cc(N3CCOCC3)c(NS(=O)(=O)c3ccc(F)c(Cl)c3)cc21	93	0	-13	-12	1	4	99	97
CCOc1ccc(Oc2ccc(-c3nnc(-c4ccccc4)o3)cc2[N+](=O)[O-])cc1	102	-5	5	8	5	-9	102	103
CCCCn1c(CCC(=O)O)nc2cc(S(=O)(=O)N(CC)CC)ccc21	100	-5	2	7	-1	2	98	104
Cc1ccsc1C(=O)OCc1cc(=O)n2ccsc2n1	92	3	-4	2	-1	.	91	92
Cc1onc(C(=O)N2CCOCC2)c1[N+](=O)[O-]	93	11	4	-9	2	4	101	97
FC(F)(F)c1cccc(CON=C2CCN(c3ncc(C(F)(F)F)cc3Cl)CC2)c1	95	3	-18	-7	1	5	93	104
O=C(Nc1ccccc1Cl)c1cc(S(=O)(=O)N2CCCC(C(=O)O)C2)ccc1F (stereo not given)	94	9	-5	7	0	1	93	96
O=C(Cn1nnc(-c2ccccc2F)n1)OCC(=O)c1ccccc1	113	0	7	-1	-2	-1	100	93
COCCN(C(=O)CSc1nc2ccccc2c(=O)n1CC(C)C)c1c(N)n(Cc2ccccc2)c(=O)[nH]c1=O	110	4	-6	1	1	-1	104	112
O=C(CCCCCN1C(=O)c2ccccc2C1=O)Nc1nccs1	86	9	-7	-1	6	10	102	88
CCOC(=O)Nc1c2ccccc2nc2ccccc12	89[may fluoresce violet]	-8	4	-3	21	4	75[may fluoresce violet]	207*[may fluoresce violet]
Cc1ccc(NC(=O)COC(=O)C2CCC(=O)N2)c([N+](=O)[O-])c1 (stereo not given)	116	0	9	-1	2	0	102	115
COC(=O)c1[nH]c2ccc(Br)cc2c1NC(=O)C(C)N1CCN(C2CCCCC2)CC1 (stereo not given)	88	-7	-10	3	5	-10	91	86
Cc1nn(CC(=O)NC2C(=O)N3C(C(=O)O)=C(CSc4nnnn4C)CSC23)cc1Br (stereo not given)	108	-16	-14	-28	-2	-6	95	95
COc1cc(C(F)(F)F)ccc1C(=O)NCCc1ccco1	97	6	-1	12	-2	-3	101	108
O=C(O)c1cc(Cl)c(Cl)cc1C(=O)Nc1cccnc1	96	5	0	-2	-3	-5	96	100
O=C(Cn1cc(C(F)(F)F)ccc1=O)N/N=C/c1ccccc1O	101	1	2	10	3	1	101	104
COc1cccc(-n2c(CNC(=O)OC(C)(C)C)n[nH]c2=S)c1	92	-4	4	-4	-2	1	96	104

Among those listed so far, these contain a CF3 group.
SMILES	LAP4 TOR yeast	proCasp3 act	ZTA DNA inh	proCasp7 act	AHR activator	EBNA-1 inhibitor	RPL19A-GFP yeast	MEP2-GFP yeast
FC(F)(F)c1cccc(CON=C2CCN(c3ncc(C(F)(F)F)cc3Cl)CC2)c1	95	3	-18	-7	1	5	93	104
COc1cc(C(F)(F)F)ccc1C(=O)NCCc1ccco1	97	6	-1	12	-2	-3	101	108
O=C(Cn1cc(C(F)(F)F)ccc1=O)N/N=C/c1ccccc1O	101	1	2	10	3	1	101	104

More structures.
SMILES	LAP4 TOR yeast	proCasp3 act	ZTA DNA inh	proCasp7 act	AHR activator	EBNA-1 inhibitor	RPL19A-GFP yeast	MEP2-GFP yeast
CC1CN(CCOCCOc2ccccc2-c2ccccc2)CC(C)O1 (stereo not given)	88	4	8	2	2	9	106	108
O=C1COc2ccccc2N1Cc1ccc(Cl)cc1	103	-2	0	-2	2	14	100	102
COc1ccc(CNc2ccc3c(c2)CCC3)cc1OC	109	-2	-10	3	20	2	103	103
COc1ccc(NS(=O)(=O)c2cccc(C(=O)NNC(=O)NCCCl)c2)cc1	100	1	-18	-8	-1	-1	113	104
COc1cccc(C2CC(c3cccs3)=NN2C(=O)CSc2nc3ccccc3o2)c1OC (stereo not given)	96	-7	1	7	12	1	104	101
c1ccc(SCc2cc(-c3ccccc3)no2)cc1	98	9	7	7	-4	5	97	98
Nc1nonc1-n1nnc(C(=O)N/N=C/c2cc(Br)ccc2O)c1CNc1ccccc1	99	-29	-5	-43	7	-11	99	110
CN(C)C=Nc1c(C(=O)c2ccccc2)sc2nccc(N(C)C)c12	94	-4	-12	1	-2	-6	95	96
CCCCn1c(N)c(N(Cc2ccccc2OC)C(=O)COc2ccc(C)cc2)c(=O)[nH]c1=O	118	0	-11	7	9	-8	102	103
CSCC[C@H](NS(=O)(=O)c1ccc(C(C)=O)cc1)c1nnc2ccccn12	95	7	17	14	2	-2	101	114
COc1cc(/C=C2\C(=O)N(c3ccc(NC(C)=O)cc3)N=C2c2ccccc2)ccc1O	102	-8	5	-9	2	8	103	104
O=C(OCC(=O)N1CCc2ccccc21)c1ccccn1	106	2	16	7	0	-2	96	92
O=S(=O)(Nc1ccc(-c2cn3ccccc3n2)cc1)c1ccccc1	100	-4	-4	8	-3	-1	95	95
COc1ccc(CCNC(=O)Cc2cc(=O)[nH]c(=O)[nH]2)cc1OC	105	14	6	9	-2	7	106	101
CC1(C)CC(NC(=O)C2CCN(S(=O)(=O)c3cccc(C(F)(F)F)c3)CC2)CC(C)(C)N1	101	0	-22	-8	0	.	102	106
COc1ccc(CNC(=O)C(=O)c2cn(CC(=O)N3CCCC3)c3ccccc23)cc1	98[may fluoresce green]	-7	-3	10	13	4	103[may fluoresce green]	97[may fluoresce green]
COc1ccccc1CNS(=O)(=O)N(C)C	102	2	10	3	0	10	96	98
Cc1cc(=O)[nH]c(NN=C2CCC(C(C)(C)C)CC2)n1 (stereo not given)	95	2	1	-3	29	-1	93	89
CC/C(C)=N\Nc1nc(-c2cc3cc(OC)ccc3oc2=O)cs1	113	-3	9	-8	8	12	90	86
O=C(NCCCN1CCCC1)c1ccc(CS(=O)(=O)c2c(Cl)cccc2Cl)o1	95	-3	-10	6	1	3	98	105
CC(=O)Nc1ccc(NC(=O)COc2cc(C)cc3oc(=O)cc(C)c23)cc1	95	4	3	3	8	2	96	108
O=c1cc2c(nn1Cc1ccccc1Cl)-c1ccccc1CC2	108	-10	1	-1	8	0	98	96
CC(C)(O)C#Cc1ccc(CN2CCN(Cc3ccsc3)C(CCO)C2)s1 (stereo not given)	105	3	6	3	3	6	107	107
Cc1cc(C)nc(N2CCCC(C(=O)NCc3cccc(C(F)(F)F)c3)C2)n1 (stereo not given)	104	1	-12	-12	2	-21	100	107
CC/C(=N\NC(=O)c1csc(C)c1C)c1cccs1	90	-1	-1	12	23	1	90	95
CN1CCc2nc(NC(=O)c3cccc(OC(F)F)c3)sc2C1	114	-15	-9	-9	24	-19	101	119
COCCSc1ccccc1C(=O)NCC1CCCO1 (stereo not given)	100	-6	9	-16	0	6	99	107
CC(=O)Nc1ccc(NC(=O)c2ccc(NS(=O)(=O)c3cccc4cccnc34)cc2)cc1	.	4	5	0	-1	39*	95	100
COc1ccc(C(=O)N/N=C/c2cn[nH]c2-c2ccc(OC)cc2OC)cc1	99	0	-13	3	9	3	104	106

An unsorted share of the library (roughly 3.8% active in at least one column).
